Screening results deposited in PubChem BioAssay by several laboratories.
Vc quorum ag: induces V. cholerae light production without autoinducers; V. cholerae BH1578 lux reporter, luminescence, 6 h; activation, % at 18.7 µM; actives 0.16% (n = 350,000); in the data active = activation mostly above about 9.7%, no sharp cut-off; note: not every result past the cut was called active; inactives centre near 0; reference of the scale not given here
BoNT-A LC inh2: blocks Botulinum neurotoxin A light chain protease. multiplex microsphere protease substrate cleavage, flow cytometry. inhibition, % at 10 µM. AID 588499. actives 0.17% (n = 360,000); note: plate controls were buffer without enzyme for full effect and enzyme alone for no effect
TcdB GH inh: TcdB glycohydrolase inhibition; inhibition, % at 9.99 µM; actives 0.24% (n = 350,000); TcdB glycohydrolase enzymatic assay, plate reader; in the data active = inhibition above about 10%
Target sequence (P18177 whole entry, looked up): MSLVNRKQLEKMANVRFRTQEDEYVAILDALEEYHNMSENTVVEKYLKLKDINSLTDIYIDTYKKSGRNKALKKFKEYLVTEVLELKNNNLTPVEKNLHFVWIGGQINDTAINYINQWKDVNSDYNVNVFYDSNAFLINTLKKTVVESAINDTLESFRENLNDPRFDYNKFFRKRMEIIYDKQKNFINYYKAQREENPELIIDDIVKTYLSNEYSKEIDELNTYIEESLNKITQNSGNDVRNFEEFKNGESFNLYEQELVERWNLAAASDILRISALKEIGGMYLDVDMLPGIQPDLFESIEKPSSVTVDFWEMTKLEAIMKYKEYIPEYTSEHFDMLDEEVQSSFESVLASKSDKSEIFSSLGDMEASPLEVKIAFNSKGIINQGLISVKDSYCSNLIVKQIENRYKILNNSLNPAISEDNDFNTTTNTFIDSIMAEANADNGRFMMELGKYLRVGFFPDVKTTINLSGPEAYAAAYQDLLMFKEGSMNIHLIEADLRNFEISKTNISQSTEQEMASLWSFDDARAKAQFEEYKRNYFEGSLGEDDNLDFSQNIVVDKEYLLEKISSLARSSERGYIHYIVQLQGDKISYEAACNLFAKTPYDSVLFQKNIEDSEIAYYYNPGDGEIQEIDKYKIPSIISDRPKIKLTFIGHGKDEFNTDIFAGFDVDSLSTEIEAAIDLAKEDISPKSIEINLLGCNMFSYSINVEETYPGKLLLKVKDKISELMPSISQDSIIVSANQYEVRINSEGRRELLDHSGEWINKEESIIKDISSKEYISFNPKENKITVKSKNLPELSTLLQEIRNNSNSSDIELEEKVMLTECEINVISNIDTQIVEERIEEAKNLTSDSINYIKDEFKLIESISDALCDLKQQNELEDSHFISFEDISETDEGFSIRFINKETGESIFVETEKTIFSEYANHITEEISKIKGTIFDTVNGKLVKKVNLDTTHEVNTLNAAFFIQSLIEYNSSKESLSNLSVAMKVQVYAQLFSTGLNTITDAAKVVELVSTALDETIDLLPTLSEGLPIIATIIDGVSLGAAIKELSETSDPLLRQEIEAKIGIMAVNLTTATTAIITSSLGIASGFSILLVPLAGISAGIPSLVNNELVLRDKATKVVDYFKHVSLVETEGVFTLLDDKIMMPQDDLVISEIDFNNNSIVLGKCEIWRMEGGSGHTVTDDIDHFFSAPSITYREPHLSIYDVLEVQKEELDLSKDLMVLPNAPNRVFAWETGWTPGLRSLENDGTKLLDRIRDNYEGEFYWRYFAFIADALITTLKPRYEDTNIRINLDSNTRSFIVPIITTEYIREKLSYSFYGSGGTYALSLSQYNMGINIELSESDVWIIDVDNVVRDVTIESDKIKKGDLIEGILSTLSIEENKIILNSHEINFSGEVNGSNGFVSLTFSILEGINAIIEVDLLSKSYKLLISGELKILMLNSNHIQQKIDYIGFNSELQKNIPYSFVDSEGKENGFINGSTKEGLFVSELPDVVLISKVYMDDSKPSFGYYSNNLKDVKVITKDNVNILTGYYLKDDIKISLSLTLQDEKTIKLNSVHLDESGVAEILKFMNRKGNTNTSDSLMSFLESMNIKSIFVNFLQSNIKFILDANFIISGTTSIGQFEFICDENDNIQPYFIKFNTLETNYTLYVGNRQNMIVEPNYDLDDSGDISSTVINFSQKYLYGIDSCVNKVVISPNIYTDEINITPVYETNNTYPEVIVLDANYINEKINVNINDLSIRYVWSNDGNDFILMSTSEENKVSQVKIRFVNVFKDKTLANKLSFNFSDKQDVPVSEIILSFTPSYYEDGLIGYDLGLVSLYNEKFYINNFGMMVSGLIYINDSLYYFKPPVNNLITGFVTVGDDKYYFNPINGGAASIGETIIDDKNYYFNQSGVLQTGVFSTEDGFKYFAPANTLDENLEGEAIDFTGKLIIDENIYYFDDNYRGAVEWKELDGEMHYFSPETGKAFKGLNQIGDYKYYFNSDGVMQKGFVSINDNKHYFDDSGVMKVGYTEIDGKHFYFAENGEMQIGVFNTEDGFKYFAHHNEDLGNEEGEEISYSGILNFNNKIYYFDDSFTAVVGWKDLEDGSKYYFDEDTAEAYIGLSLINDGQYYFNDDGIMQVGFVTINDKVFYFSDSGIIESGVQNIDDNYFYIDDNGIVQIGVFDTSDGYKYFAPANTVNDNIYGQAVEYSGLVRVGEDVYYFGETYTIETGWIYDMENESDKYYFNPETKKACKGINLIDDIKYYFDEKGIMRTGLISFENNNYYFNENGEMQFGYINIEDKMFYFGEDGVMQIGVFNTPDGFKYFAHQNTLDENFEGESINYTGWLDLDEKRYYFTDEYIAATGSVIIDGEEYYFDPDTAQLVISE
PfHsp40 rescue: rescue of PfHsp40-mediated yeast toxicity; S. cerevisiae expressing PfHsp40, growth rescue, ATP luminescence; actives 0.68% (n = 340,000); growth rescue, % at 12.5 µM; in the data active = growth rescue above about 28%, passing the limit was not always enough;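 note: yeast W303a lacking pdr1 and pdr3 grown in galactose medium; growth measured after three days at 30 °C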
Y pestis TopoI: inhibitors of Yersinia pestis topoisomerase I | Y. pestis Topo-I cleavage product accumulation, plate reader | activity, % at 10 µM | actives 0.064% (n = 360,000) | AID 504884; in the data active = activity above about 50%, passing the limit was not always enough; note: inactives centre near 2
Anthrax LF inh2: inhibitors of Bacillus anthracis lethal factor protease; P15917; actives 0.12% (n = 360,000); AID 588501; inhibition, % at 10 µM; multiplex microsphere protease cleavage assay, LF; note: plate controls were buffer without enzyme for full effect and enzyme alone for no effect
PrPC TRFRET: inhibitors of human cell surface prion protein PrPC; P04156; TR-FRET read-out; inhibition, % at 13.8 µM; actives 0.43% (n = 370,000); AID 720596; in the data active = inhibition above about 24%; note: 0% = median of the test wells and 100% = reference compound wells
SARS 3CLpro inh: SARS-CoV 3CLpro protease inhibition | P0C6X7 | recombinant SARS-CoV 3CLpro, quenched FRET peptide cleavage | inhibition, % at 6 µM | actives 0.14% (n = 290,000); in the data active = inhibition above about 12%
PriA SSB inh: K. pneumoniae PriA-SSBct interaction inhibition; actives 0.6% (n = 430,000); inhibition, % at 33 µM; AlphaScreen SSBct-PriA binding, biotinylated peptide; AID 1272365; in the data active = inhibition mostly above about 37%, no sharp cut-off; inactive = mostly below about 20%;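 note: plate controls were negative control peptide for no effect and reference peptide for full effect; strong numbers were not always called active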
* marks the source's active call; other numbers are inactive results; i = inactive; . = not tested or not shown; & = joins results of further samples. Cut-off read from the data, not from the text of the source, unless noted: active = inhibition above about 30%; inconclusive = no clear call, values can overlap the other calls; inactive = below that.

no.	Molecule	Vc quorum ag	BoNT-A LC inh2	TcdB GH inh	PfHsp40 rescue	Y pestis TopoI
1	O=C(c1c(F)cccc1F)N1CCCC(c2nc(-c3ccc(F)cc3)no2)C1 (stereo unspecified)	i	-1.3	-1.1	-0.4	1
2	O=C(COc1coc(CN2CCc3ccccc3C2)cc1=O)Nc1ccccc1F	i	1.3	0.7	0.9	19
3	CCOC(=O)Cc1csc(NC(=S)NC(=O)C(C)(C)C)n1	-0.7	-0.2	.	-0.4	0
4	Cc1ccc(NC(=O)CN(C)C(=O)c2cccc(S(=O)(=O)NCc3ccco3)c2)cc1	-1.3	0.1	0.0	-0.8	-3
5	C=CC[N@@+]12CC[C@]34c5ccccc5N5/C=C6\C7N(/C=C(\C53)[C@@H](C[C@@H]41)/C(=C/CO)C2)c1ccccc1[C@@]71CC[N@@+]2(CC=C)C/C(=C\CO)[C@@H]6C[C@@H]12 (stereo partly specified)	i	1.3	-0.8	-0.7	1
6	COCCNC(=O)C(c1ccc(F)cc1)N(CCOC)C(=O)CCC(=O)Nc1nccs1 (stereo unspecified)	i	-1.7	.	0.0	-6
7	CN1CCN(C(=O)c2cc3c(C(F)(F)F)nn(C)c3s2)CC1	i	-0.3	.	-0.9	-3
8	Cc1cccc(N2C(=O)/C(=C/c3ccc(CN(CCC#N)S(C)(=O)=O)o3)C(=O)NC2=S)c1	i	2.2	.	2.5	-4
9	CCOC(=O)c1ccc(N(CC(=O)NC2CCCCC2)C(=O)CNC(=O)c2ccco2)cc1	-0.2	-0.5	0.6	-0.6	18
10	COc1ccc(S(=O)(=O)Nc2cccc3c2O[C@H](CN(C)S(=O)(=O)c2ccccc2)[C@@H](C)CN([C@H](C)CO)C3=O)cc1	i	-0.9	-0.8&-2.4	0.1	-2

no.	Anthrax LF inh2	PrPC TRFRET	SARS 3CLpro inh	PriA SSB inh
1	9	-2	-1	-11
2	1	5	.	-18
3	3	-2	-3	14
4	-4	-2	.	-3
5	-3	11	.	-24
6	-24	2	0	-16
7	-5	1	5	-27
8	3	-2	0	-16
9	-1	0	0	-14
10	-3	6	.	-5

The results go on.
no.	Molecule	Vc quorum ag	BoNT-A LC inh2	TcdB GH inh	PfHsp40 rescue	Y pestis TopoI
11	CCc1cc(C(=O)N(Cc2ccccc2)c2c(N)n(CCOC)c(=O)[nH]c2=O)sc1C	-0.3	.	1.8	-0.6	-3
12	Cc1cccc(Cn2ccc(N)n2)c1	-2.0	-1.3	0.1	1.6	6
13	Cc1ccc(CS(=O)Cc2ccc(C(=O)NCc3ccccc3Cl)o2)cc1 (stereo unspecified)	-2.1	-0.8	1.2	-0.6	22
14	CC1(C(=O)NS(=O)(=O)c2cccc(C#N)c2)CCN1C(=O)C/C=C/c1ccccc1 (stereo unspecified)	-4.5	-0.1	-0.7	.	0
15	O=C(Cc1ccsc1)NCC(c1ccco1)N1CCCCC1 (stereo unspecified)	-5.9	-0.3	.	-0.7	6
16	Cn1c(=O)[nH]c(=O)c2c1nc(N1CCCCCC1)n2Cc1cccc2ccccc12	-1.1	-0.5	.	-0.7	63*
17	Cc1ccccc1C(=O)NC1CCN(CC(=O)NCc2ccccc2)CC1	-0.1	1.9	1.3	0.6	1
18	CCc1cc(=O)oc2cc(OCC(=O)NCCCn3ccnc3)c(Cl)cc12	-0.3	5.8	0.9	-1.0	0
19	COc1ccc(CCNC(=O)C2CCCN2C(=O)Nc2ccc(C)cc2)cc1OC (stereo unspecified)	-0.3	2.0	0.5	-1.5	7
20	CN(C)/C=C1\C(=O)Nc2ccccc21	i	0.3	.	-1.1	5

no.	Anthrax LF inh2	PrPC TRFRET	SARS 3CLpro inh	PriA SSB inh
11	.	4	.	-6
12	-8	4	2	4
13	2	-5	-2	-3
14	-3	0	.	.
15	3	-6	-3	7
16	-1	0	5	3
17	-3	-1	1	-17
18	8	-4	-1	-3
19	3	3	-3	-2
20	2	2	3	-13

Going on with the list.
no.	Molecule	Vc quorum ag	BoNT-A LC inh2	TcdB GH inh	PfHsp40 rescue	Y pestis TopoI
21	COc1ccc(C(=O)/C(=C\c2ccco2)N2C=CC=CC2=C(C#N)C#N)cc1	i	0.4	.	-1.3	-4
22	CCNC(=O)NC(=O)C(C)OC(=O)CNS(=O)(=O)c1c(Cl)cc(Br)cc1Cl (stereo unspecified)	0.5	-0.1	-1.3	-0.1	1
23	CCOc1ccc(C(=O)Nc2ccc(Cl)cn2)cc1Cl	1.7	0.8	.	0.1	-5
24	Cc1cc(NN)nc(NS(=O)(=O)c2ccccc2)n1	-0.4	-0.4	-1.8	-0.9	-1
25	CN(C=O)c1ccc(CSc2ccccc2)cc1	i	-0.3	0.8	0.7	19
26	Cc1cccc(OCC(=O)N/N=C/c2cccn2C)c1	0.8	-6.6	-1.0	1.2	4
27	COC(=O)C1=C(C)Nc2ncnn2C1c1ccc(C)o1 (stereo unspecified)	-0.2	-1.6	0.3	0.2	7
28	CCOC(=O)C1(Cc2cccc(OC)c2)CCN(Cc2ccc(OC)c(OC)c2)CC1	i	-0.3	.	-0.5	-1
29	NC(=O)COc1ccc(S(=O)(=O)N2CCCC2)cc1	i	0.4	-0.2	.	6
30	COc1ccc(O)c(C=Nc2cc(NC(C)=O)c(Cl)cc2Cl)c1	-0.5	-0.1	-4.0	-0.6	1

no.	Anthrax LF inh2	PrPC TRFRET	SARS 3CLpro inh	PriA SSB inh
21	2	.	7	-2
22	-2	1	0	-19
23	0	6	0	-7
24	3	1	6	-6
25	-1	-2	.	-16
26	-10	-10	3	i
27	-6	1	-1	-2
28	-1	-4	-5	-11
29	10	2	.	.
30	-1	5	-3	-14

(continued)
no.	Molecule	Vc quorum ag	BoNT-A LC inh2	TcdB GH inh	PfHsp40 rescue	Y pestis TopoI
31	COCCNC(=O)c1cc2c(c(-c3cccc(C#CC(C)(C)O)c3)n1)[C@@H](CCO)N(S(=O)C(C)(C)C)C2 (stereo partly specified)	.	0.1	-4.4	.	.
32	COc1ncnc2c1ncn2CCCNc1ccc(C)c(C)c1	i	-0.4	1.5	.	3
33	Cc1cc(S(=O)(=O)N2CCCCC2CCNC(=O)C(=O)NCc2cccnc2)ccc1F (stereo unspecified)	i	-2.4	-0.4	-0.5	31
34	CN(Cc1ccccc1)C(=O)c1ccc(NC(=O)Cc2ccc(NC(=O)C3CCN(C(=O)CCc4ccccc4)CC3)cc2)cc1	i	0.3	0.3	0.6	-12
35	Cc1ccc(C(=O)NCCC(=O)NCc2cc(=O)n(C)c(=O)n2C)cc1	-0.1	1.0	2.0	0.2	1
36	O=C(CCN1C(=O)c2ccccc2C1=O)Nc1ccccc1C(F)(F)F	i	0.0	-14	-1.0	-6
37	O=C1N(Cc2cccnc2)C[C@@H]2C[C@@H](c3cccc(Oc4ccccc4)c3)N3CCC[C@@]123	-4.7	-1.1	0.8	2.8	27
38	O=C(NNC(=O)c1cnccn1)c1ccc(Cl)cc1	-0.4	0.3	0.3	-0.8	7
39	O=C(c1cccc(C(=O)N(c2ccccn2)C2CCCCC2)c1)N(c1ccccn1)C1CCCCC1	i	0.0	-0.6	0.2	22
40	O=[N+]([O-])c1ccc([C@H](O)[C@H](CO)N=Cc2ccccc2O)cc1	i	-0.5	.	-1.3	0

no.	Anthrax LF inh2	PrPC TRFRET	SARS 3CLpro inh	PriA SSB inh
31	-1	-5	.	.
32	-2	0	.	.
33	-1	-4	.	4
34	-1	8	.	-11
35	4	-4	1	2
36	22	0	-1	19
37	-8	7	3	9
38	-4	-2	0	-9
39	3	-2	3	-9
40	1	-5	-3	0

(more compounds)
no.	Molecule	Vc quorum ag	BoNT-A LC inh2	TcdB GH inh	PfHsp40 rescue	Y pestis TopoI
41	COc1ccc(N(CC(=O)Nc2ccc3c(c2)OCCO3)S(=O)(=O)c2cccnc2)cc1	-0.2	-0.1	.	0.2	-12
42	CC1CN(C(=O)CN2C(=O)c3ccccc3S2(=O)=O)CC(C)O1 (stereo unspecified)	5.9	0.0	.	-0.9	-2
43	CN(C)CCN1C(=O)C2C(C(=O)Nc3cc(Cl)cc(Cl)c3)C3C=CC2(O3)C1C(=O)NC1CCCCC1 (stereo unspecified)	i	0.8	0.8	-2.0	-7
44	CCN(CC)S(=O)(=O)c1ccc(C(=O)NCCCn2ccnc2)cc1	-0.6	0.1	0.4	-1.0	2
45	CCCCOc1ccc(Cc2n[nH]c(=S)n2N)cc1	i	0.0	.	0.9	-5
46	CCCCN(C(=O)c1cc2c(s1)CCCCC2)c1c(N)n(CC(C)C)c(=O)[nH]c1=O	-1.4	3.6	-0.1	-0.3	5
47	Cc1ccc(NC2CCCN(C(=O)c3cc4ncccn4n3)C2)cc1C (stereo unspecified)	-0.2	-0.3	1.2	-0.5	5
48	CCCCNC(=O)CCCn1c(=O)c2ccccc2n(CC(=O)NCCC2=CCCCC2)c1=O	i	0.3	.	0.9	-1
49	COc1cccc(C(CNC(=O)c2ccc(Cl)c(S(=O)(=O)N3CCCC3)c2)N(C)C)c1 (stereo unspecified)	0.3	-0.6	1.0	-0.6	3
50	O=C(NCCO)c1ccc(-c2cnc3cccnn23)cc1	-0.5	-0.2	1.0	.	-2

no.	Anthrax LF inh2	PrPC TRFRET	SARS 3CLpro inh	PriA SSB inh
41	-6	.	2	1
42	-2	-1	-2	-7
43	-2	-2	2	-8
44	-6	-2	0	-7
45	-5	3	-1	-4
46	-6	-2	.	-8
47	1	-4	-3	-7
48	1	4	-1	-5
49	-5	8	.	4
50	2	-2	.	.

Next results.
no.	Molecule	Vc quorum ag	BoNT-A LC inh2	TcdB GH inh	PfHsp40 rescue	Y pestis TopoI
51	CCOC(=O)C1(Cc2ccccc2C(F)(F)F)CCN(C(C)CCn2cccn2)CC1 (stereo unspecified)	0.5	0.3	0.4	-0.7	27
52	O=C(NNC(=O)C1CCCO1)c1ccc(Br)cc1 (stereo unspecified)	-0.4	-0.1	.	0.1	-5
53	COc1ccc(NS(=O)(=O)c2cccc(C(=O)NCc3ccccc3CN3CCCC3)c2)cc1	i	.	0.5	-1.6	3
54	CCOC(=O)Cc1csc(NC(=O)c2c(O)c3ccccc3n(CCC(C)C)c2=O)n1	-0.4	0.7	0.3	-1.3	-3
55	CCOc1ccc(NC(=O)CSc2nc3ccsc3c(=O)n2Cc2ccc(C(=O)O)cc2)cc1	i	0.1	-0.3	.	0
56	C=CCn1c(COc2ccccc2)nnc1SCC(=O)N/N=C/c1ccc(C)cc1	0.2	-0.5	.	-0.2	21
57	Cc1ccc(Sc2cnc3ccccc3n2)cc1	.	0.4	.	0.0	-2
58	CC(=O)c1cccc(NC(=O)c2cc(Cl)sc2Cl)c1	-0.2	-1.0	1.8	1.4	-3
59	C=CCn1c(SCC(=O)Nc2ccc(N3CCOCC3)cc2)nnc1-c1ccco1	-0.3	1.0	1.4	-0.1	5

no.	Anthrax LF inh2	PrPC TRFRET	SARS 3CLpro inh	PriA SSB inh
51	6	12	-1	-11
52	1	3	-9	-1
53	.	-10	.	-1
54	-2	-4	2	-2
55	-5	8	.	.
56	-5	2	-4	.
57	-2	22	6	-70
58	-4	-2	-1	-15&-7
59	-1	-4	-2	-2

Profiles, quoted from the list.
Cc1cc(NN)nc(NS(=O)(=O)c2ccccc2)n1 is entered as Vc quorum ag = -0.4; BoNT-A LC inh2 = -0.4; TcdB GH inh = -1.8; PfHsp40 rescue = -0.9; Y pestis TopoI = -1; Anthrax LF inh2 = 3; PrPC TRFRET = 1; SARS 3CLpro inh = 6; PriA SSB inh = -6
CN(Cc1ccccc1)C(=O)c1ccc(NC(=O)Cc2ccc(NC(=O)C3CCN(C(=O)CCc4ccccc4)CC3)cc2)cc1 is entered as Vc quorum ag = i; BoNT-A LC inh2 = 0.3; TcdB GH inh = 0.3; PfHsp40 rescue = 0.6; Y pestis TopoI = -12; Anthrax LF inh2 = -1; PrPC TRFRET = 8; SARS 3CLpro inh = .; PriA SSB inh = -11
Cc1cccc(OCC(=O)N/N=C/c2cccn2C)c1 is entered as Vc quorum ag = 0.8; BoNT-A LC inh2 = -6.6; TcdB GH inh = -1.0; PfHsp40 rescue = 1.2; Y pestis TopoI = 4; Anthrax LF inh2 = -10; PrPC TRFRET = -10; SARS 3CLpro inh = 3; PriA SSB inh = i

This is a subset; rates above refer to the full screens.
